Source: PubChem
KLK5 inh: kallikrein 5 (human) inhibition; inhibition, % at 5 µM; AID 873; 210,000 compounds, 0.59% hits; Q9Y337; recombinant hK5, fluorogenic AMC substrate cleavage;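 active = inhibition of 40% or more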;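 note: 0% = enzyme controls without compound and 100% = no-enzyme blanks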
KCC2 mod: modulates chloride dependent transport by human KCC2 | B-score of Tl+ flux slope (higher = more flux/activation; lower = inhibition) at 10 µM | Q9H2X9 | 190,000 compounds, 2.2% hits | AID 1456 | KCC2 cells, thallium flux FluoZin-2 fluorescence;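 active = thallium flux slope and its plate-corrected score both differing from the plate sample mean at a set confidence after two filtering rounds, in either direction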;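 note: slope of fluorescence scaled to starting intensity during 10 to 20 s after thallium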
Rad51 HR inh: Rad51 (human) homologous recombination inhibition; 200,000 compounds, 0.085% hits; inhibition, % at 10 µM; AID 1385; Q06609; hRad51 DNA strand exchange, fluorescence dequenching;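 active = inhibition above 40% at the single screening dose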;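 note: 0% = DMSO control wells and 100% = blanks with heterologous ssDNA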
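System: hRad51 filaments on single-stranded DNA; reagent: Fluorescein- and BHQ1-tagged 47-mer duplex; compound dosing: one concentration, 10 µM final; timing: filaments 15 min 37 °C, then compound 30 min; measured by: fluorescein emission 520 nm, excitation 485 nm; benchmarks: per-plate controls and blanks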
m-calpain inh: blocks pig calpain II enzyme activity | purified calpain II, fluorogenic peptide substrate, 30 min | inhibition, % at 16 µM | 220,000 compounds, 0.37% hits;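 active = inhibition above about 50%, limit read from the data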
thrombin 1536: blocks human thrombin protease activity. P00734. alpha-thrombin, Boc-VPR-AMC fluorogenic substrate cleavage. inhibition, % at 5 µM. 220,000 compounds, 0.26% hits;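 active = inhibition at or above 40%; inactive = inhibition below 40%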;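 note: 0% = enzyme with no compound and 100% = wells without enzyme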
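signal = AMC fluorescence, 355/460 nm | material = human alpha-thrombin enzyme | control set = enzyme without compound as high, wells lacking enzyme as low | times = reaction at room temperature | read-out basis = percent inhibition scaled between no-compound controls and no-enzyme blanks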
FXIIa inh 1536: blocks human coagulation factor XIIa protease activity; P00748; purified FXIIa, Boc-QGR-AMC fluorogenic substrate, 2 h; inhibition, % at 5 µM; 220,000 compounds, 0.3% hits; AID 800; in the data active = inhibition above about 40%;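 note: 0% = enzyme with no compound and 100% = blank without enzyme; many of its hits are not listed in these tables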
Furin inhibitor: blocks human furin protease activity. P09958. purified furin, fluorogenic substrate cleavage. inhibition, % at 30 µM. 220,000 compounds, 0.061% hits. AID 463115; in the data active = inhibition above about 25%; note: inactives centre near -15
FXIa inh: factor XIa (human) inhibition; purified FXIa, Boc-Glu-Ala-Arg-AMC fluorogenic substrate; AID 798; P03951; inhibition, % at 5 µM; 220,000 compounds, 0.14% hits;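 active = inhibition of at least 40%; inactive = inhibition below 40%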;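 note: fluorescence of freed AMC excited at 355 nm; 0% = enzyme without compound and 100% = no enzyme blank; many of its hits are not listed in these tables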
PERK inhibitor: human PERK inhibition, primary cell-based screen. Q9NZJ5. CHO PERK-DD fusion, SEAP luminescence translation reporter. inhibition, % at 5.6 µM. 220,000 compounds, 0.17% hits;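 active = inhibition above the mean inhibition of all tested compounds plus 3 SD, set separately per screening campaign, cut at about 2.9% in these data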;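 note: PERK kinase domain activated by AP20187 dimerizer at 100 nM; 0% = DMSO with dimerizer and 100% = rapamycin at 8.4 µM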
Target sequence (Q9NZJ5 whole entry, looked up, the tested form may be a part): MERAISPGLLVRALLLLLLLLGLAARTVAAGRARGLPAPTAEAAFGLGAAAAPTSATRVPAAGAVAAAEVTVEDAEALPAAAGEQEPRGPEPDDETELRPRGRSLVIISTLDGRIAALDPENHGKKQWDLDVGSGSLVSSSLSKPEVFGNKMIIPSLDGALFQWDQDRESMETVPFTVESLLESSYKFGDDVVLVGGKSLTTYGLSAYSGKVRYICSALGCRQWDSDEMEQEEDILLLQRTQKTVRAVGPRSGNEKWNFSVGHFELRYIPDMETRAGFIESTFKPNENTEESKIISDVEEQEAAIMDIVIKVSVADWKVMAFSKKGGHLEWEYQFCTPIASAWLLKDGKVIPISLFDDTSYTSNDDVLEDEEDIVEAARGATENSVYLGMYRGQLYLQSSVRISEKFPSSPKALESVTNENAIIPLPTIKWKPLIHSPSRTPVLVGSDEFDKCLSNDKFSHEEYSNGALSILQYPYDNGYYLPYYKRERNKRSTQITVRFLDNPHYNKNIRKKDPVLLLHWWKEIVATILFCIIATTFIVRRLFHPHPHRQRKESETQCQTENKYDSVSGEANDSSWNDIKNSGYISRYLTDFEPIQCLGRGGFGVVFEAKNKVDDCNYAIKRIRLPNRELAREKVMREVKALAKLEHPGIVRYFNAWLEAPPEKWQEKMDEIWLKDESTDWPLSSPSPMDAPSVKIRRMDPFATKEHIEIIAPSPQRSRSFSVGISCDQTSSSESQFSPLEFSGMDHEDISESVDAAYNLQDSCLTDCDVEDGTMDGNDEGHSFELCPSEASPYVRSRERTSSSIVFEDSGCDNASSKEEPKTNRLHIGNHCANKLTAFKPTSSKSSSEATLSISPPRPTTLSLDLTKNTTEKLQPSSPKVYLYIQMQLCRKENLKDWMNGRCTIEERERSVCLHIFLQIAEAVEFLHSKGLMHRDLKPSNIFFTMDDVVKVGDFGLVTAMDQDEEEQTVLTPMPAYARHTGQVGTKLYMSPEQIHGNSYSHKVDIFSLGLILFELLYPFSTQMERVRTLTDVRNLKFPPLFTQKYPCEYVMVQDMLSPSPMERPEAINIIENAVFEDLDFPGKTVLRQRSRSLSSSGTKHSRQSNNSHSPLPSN
Numbers without * were called inactive; . = no result given; [ ] = remark or other dose. Some of the compounds tested; rates above refer to the full screens.

Screens in order – m-calpain inh, FXIIa inh 1536, Furin inhibitor, thrombin 1536, PERK inhibitor, KLK5 inh, FXIa inh, Rad51 HR inh, KCC2 mod
O=c1[nH]c2c(s1)C(c1ccc(O)cc1)C1C3CCC(C3)C1S2 (centres undefined)
  9, 10, -14, -3, -0.4, -22, 5, -4, -0.2
c1ccc(Nc2nc(N3CCCCC3)nc(N3CCNCC3)n2)cc1
  -10, -4, -20, -6, -1.6, -8, -7, -2, .
COc1ccc([N+](=O)[O-])cc1NC(=O)CCC(=O)c1cccs1
  2, -1, -23, -7, -0.3, -11, -4, 14, -0.81
N#Cc1c(N2C(=O)Nc3ccccc3N2O)sc2c1CCCC2
  33, 5, -12, -8, -0.4, -11, -4, -4, -0.18
O=C(O)C(c1ccccc1)C1(O)CCCCC1 (centres undefined)
  -20, 6, -27, 0, 2.3, 2, 9, -4, -0.4
COc1ccc(-c2oc3c(OC)c(OC)c(OC)c(O)c3c(=O)c2OC)cc1OC
  -26, 12, -21, 1, 0.8, 6, 5, -4, 0.75
CC1CCN(CCCNC(=O)C2CCN(S(=O)(=O)N3CCCCC3)CC2)CC1
  0, 14, -24, 1, 1.1, -11, 4, -5, .
CCCCN(CCCC)Cc1ccc(C(=O)NNC(=O)Nc2ccc(Cl)cc2)o1
  19, 6, -26, 5, 0.4, ., 0, ., -0.44
Cc1ccc(CNC(=O)CN(C)S(=O)(=O)c2cccs2)cc1
  9, 5, -8, 3, 1.0, -3, -2, -4, 0.89
O=C1CC(c2ccco2)CC(O)=C1C=NCC1CCNCC1 (centres undefined)
  -31, 7, -10, -2, -0.6, -10, -4, -1, .
O=C(N/N=C/c1ccc([N+](=O)[O-])o1)c1cc(-c2cccc(Br)c2)nc2ccccc12
  -98, 6, -6[20 µM], 2, -0.7, -47, 1, -6, 1.3
Oc1cccc(Nc2nc(NCC3CCCO3)c3ccccc3n2)c1 (centres undefined)
  9, 5, -21[20 µM], 1, -0.7, 4, -2, 2, .
CCN(C(=O)CSc1ccc2ccccc2n1)C1CCS(=O)(=O)C1 (centres undefined)
  -12, 9, 2, -9, 0.8, 0, -3, 0, -1.1
O=C1CC(N2CCSCC2)C(=O)N1c1ccc(F)cc1 (centres undefined)
  1, 4, -9, -8, 0.7, -2, -4, ., 0.53
Cc1cc(C)cc(N2CC(c3nc4ccccc4n3C)CC2=O)c1 (centres undefined)
  -15, 16, -18, -5, -0.1, -3, -3, -6, .
Cc1cc(C)nc(SCCC(=O)Nc2cccc3ccccc23)n1
  10, 7, -22[20 µM], -3, 0.7, -19, -3, 4, -0.95
C=C(C)Cn1c(N2CC(C)CC(C)C2)nc2c1c(=O)[nH]c(=O)n2C (centres undefined)
  -6, 4, -32, -8, ., -3, -1, -7, -0.3
Cc1cc(C(=O)N2CCc3ccccc32)n(-c2ccccc2)n1
  -21, 10, -22, -2, 0.4, -13, 5, -2, -0.12
O=C(Nc1nnc(-c2cccnc2)o1)c1ccccc1Cl
  19, -7, -24, 2, 1.8, -18, -4, -5, -0.76
CCOC(=O)C(NC(=O)CC)(Nc1ccccc1OC)C(F)(F)F (centres undefined)
  20, 7, -14, -2, 0.5, -2, 0, -1, -0.29

Random excerpt: four compounds from above
Screens in order – m-calpain inh, FXIIa inh 1536, Furin inhibitor, thrombin 1536, PERK inhibitor, KLK5 inh, FXIa inh, Rad51 HR inh, KCC2 mod
O=C(Nc1nnc(-c2cccnc2)o1)c1ccccc1Cl
  19, -7, -24, 2, 1.8, -18, -4, -5, -0.76
Cc1cc(C(=O)N2CCc3ccccc32)n(-c2ccccc2)n1
  -21, 10, -22, -2, 0.4, -13, 5, -2, -0.12
c1ccc(Nc2nc(N3CCCCC3)nc(N3CCNCC3)n2)cc1
  -10, -4, -20, -6, -1.6, -8, -7, -2, .
O=C1CC(c2ccco2)CC(O)=C1C=NCC1CCNCC1 (centres undefined)
  -31, 7, -10, -2, -0.6, -10, -4, -1, .

The listing continues:
Screens in order – m-calpain inh, FXIIa inh 1536, Furin inhibitor, thrombin 1536, PERK inhibitor, KLK5 inh, FXIa inh, Rad51 HR inh, KCC2 mod
Cc1ccc(CCCOC(=O)C[N+]2(C)CCOCC2)cc1
  -30, -9, -25[20 µM], -20, 0.3, 3, 0, 10, 0.35
Cc1ccc(NC(=O)COc2ncnc3cc([N+](=O)[O-])ccc23)cc1S(=O)(=O)N1CCOCC1
  -35, 4, -2, 2, 1.3, -2, -3, -13, .
CCc1cc(C(c2ccncc2)N2CCN(C)CC2)c(NC(=O)c2ccccc2)s1 (centres undefined)
  0, 6, -16, -7, -1.0, -12, 3, 4, 0.016
Cn1c(Cc2cccs2)nnc1SCc1nc2ccccc2[nH]1
  9, 0, -18, 4, 0.5, -15, 2, 7, 0.24
Cc1cc(C)c2c(=O)[nH]c(SCC(=O)NCc3ccccc3)nc2n1
  -24, 9, -12[20 µM], 1, -0.9, -22, -4, 0, -0.37
Cc1nn(-c2ccccc2)c(C)c1/C=N/N1CCN(c2ccccn2)CC1
  -8, 8, -10, 1, -0.7, -2, 0, ., -0.97
Cc1cc(C)cc(OCCCOc2cccc3cccnc23)c1
  17, 5, -16[20 µM], -2, 1.6, -14, 6, 1, -0.3
CCC(C)(C)NC(=O)C(c1cccn1C)N(Cc1ccc(OC)cc1)C(=O)Cn1nnc2ccccc21 (centres undefined)
  -4, 12, -26[20 µM], 3, -1.1, -5, 4, -3, 0.78
COc1ccccc1CNC(=O)C1CCN(S(=O)(=O)N2CCCCC2)CC1
  -44, 14, -1[20 µM], 3, -0.7, -14, 8, -5, -0.037
CCOc1ccc(C(=O)Nc2cccc(-c3nc4cccnc4o3)c2)cc1Cl
  -93, 14, -9, 2, 1.8, -11, 0, -3, 0.0043
COC(=O)C1=C(C)NC(C)=C(C(=O)OC)C1C(=O)OCC(=O)N1c2ccccc2CC1C (centres undefined)
  -34, 9, -16[20 µM], -3, -0.8, 14, 3, -2, .
CCOc1ccc2[nH]c(=O)c(=O)[nH]c2c1
  -292, 3, -9[20 µM], 11, -0.6, -12, -9, 5, 1.5
COc1ccc(Cn2c(SCc3ccccc3C)nc3cc(OC)c(OC)cc3c2=N)cc1
  -16, 26, -7[20 µM], 4, -1.0, -6, 8, 2, -0.97
COc1ccc(CCNC(=O)c2cnc3n(c2=O)CCS3)cc1OC
  -2, -13, -25[20 µM], -4, 1.1, -1, -13, 2, 0.75
CC(=O)Nc1ccc(NC(=O)COC(=O)c2c3c(nc4ccccc24)CCN(Cc2ccccc2)C3)cc1
  -56, 10, -24, -8, -0.1, -7, 1, -2, -2
Cc1ccnn1CCC(=O)N1CCCC(CCC(=O)N2CCN(c3ccccn3)CC2)C1 (centres undefined)
  -28, 5, -29, 4, 0.8, ., 0, 28, 0.36
O=C(C1CC2CCC1C2)N1CCN(Cc2ccc3c(c2)OCO3)CC1 (centres undefined)
  -6, -9, -16[20 µM], 1, 0.7, -13, -7, 1, 0.48
Cc1c(N=c2scc(-c3ccccc3)n2CCO)c(=O)n(-c2ccccc2)n1C
  8, ., -32, 0, -0.3, 2, -1, -122, -0.11
COc1cccc(CC(C(=O)Nc2cc(C)ccc2C)c2nn[nH]n2)c1OC (centres undefined)
  -10, 11, -8, -8, -0.6, 12, 1, -3, 0.17
C/C(=N\NC(=O)c1csc(C)c1C)c1ccco1
  -21, 14, -20[20 µM], 2, 0.7, 17, 6, -10, 0.29
N/C(Cc1ccc([N+](=O)[O-])cc1)=N\OC(=O)c1ccco1
  -19, -1, -15, -1, -0.4, -7, -4, 12, 0.81
CCOc1ccc(CC2S/C(=N/N=C/c3ccco3)NC2=O)cc1 (centres undefined)
  -19, 7, -15, -2, 2.3, ., 1, ., 1.4
CC(C)NC(=O)CN1CCN(Cc2nc(-c3cccs3)no2)CC1
  -9, 8, -22, -1, 0.1, ., 4, 6, .
O=C(COC(=O)c1ccccn1)Nc1nccs1
  5, 12, -16, 3, -0.2, 2, 9, 9, .
N#Cc1c(/N=C/c2ccco2)sc2c1CCCCC2
  6, 19, -24, 1, 0.8, 26, 6, 3, 0.5
CN(CC(O)COCc1ccccc1F)C1CCCCC1 (centres undefined)
  -11, 9, -28, -1, 0.4, 12, 1, -31, -0.0012
COc1ccc(NC(=O)N2CCN(C(=O)C(Cc3ccc(F)cc3)NC(C)=O)CC2)cc1 (centres undefined)
  -21, 8, -8, -4, 0.3, 4, 1, 7, -0.33
COc1ccc(CCn2c(N)c(C(=O)NCc3ccco3)c3nc4ccccc4nc32)cc1OC
  -141, 4, -20, 0, -0.4, -31, -1, -5, .
COc1ccccc1NC(=S)NC(NC(=O)CC(C)C)C(Cl)(Cl)Cl (centres undefined)
  -35, 11, -11, -9, -0.2, 4, 0, -4, -0.047
O=C(CC1NCCNC1=O)Nc1cccc([N+](=O)[O-])c1 (centres undefined)
  -12, 5, -9, -5, 1.9, -7, -7, 1, 0.82
Cc1cc(C)cc(N(CC(=O)N2CCOCC2)S(=O)(=O)c2ccccc2)c1
  -10, 13, -18[20 µM], 1, -0.1, -3, 5, -3, 2.1
Cc1[nH]nc(N)c1-c1ccc(Cl)cc1
  -2, 2, -31, -4, 1.0, -3, -3, ., -0.014
O=C(c1ccc(F)cc1)c1ccc(CN2C(=O)c3ccccc3C2=O)o1
  27, 6, -15, -8, 0.7, -3, -1, -3, -0.37
S=C(NNC(=S)NC1CC2C=CC1C2)NC1CC2C=CC1C2 (centres undefined)
  40, 5, -13, -2, 0.5, -29, -9, 8, -0.072
CC(=O)Nc1nc(C)c(Cc2ccccc2)c(=O)[nH]1
  0, -5, -12, -2, 0.6, 1, -2, 8, -0.36
COC(=O)c1[nH]c2ccc(Cl)cc2c1NC(=O)CCN1CCN(C2CCCCC2)CC1
  -22, 15, -22, 8, -1.7, -5, 8, -5, -0.0095
O=C1CCCC(O)=C1N=Nc1cccc(S(=O)(=O)N2CCOCC2)c1
  9, 5, 1, 2, -0.2, 3, 5, 20, 0.34
CCCC(c1nnnn1CCc1ccccc1)N1CCN(C(=O)c2ccco2)CC1 (centres undefined)
  -19, 13, -31, 2, -1.0, 0, 2, -3, -0.12
Cc1cc(C(F)(F)F)c(C#N)c(Sc2ccccc2)n1
  -4, 6, -7[20 µM], -6, 1.1, 5, 1, 2, .

Quoted from the results shown, 2 compounds:
Screens in order – m-calpain inh, FXIIa inh 1536, Furin inhibitor, thrombin 1536, PERK inhibitor, KLK5 inh, FXIa inh, Rad51 HR inh, KCC2 mod
N/C(Cc1ccc([N+](=O)[O-])cc1)=N\OC(=O)c1ccco1
  -19, -1, -15, -1, -0.4, -7, -4, 12, 0.81
CCOc1ccc(CC2S/C(=N/N=C/c3ccco3)NC2=O)cc1 (centres undefined)
  -19, 7, -15, -2, 2.3, ., 1, ., 1.4
